Screening results: PubChem BioAssay, National Center for Advancing Translational Sciences (NCATS)
HttQ103 aggreg: qHTS Multiplex Assay to Identify Dual Action Probes in a Cell Model of Huntington: Aggregate Formation (GFP); PC12 HttQ103-GFP aggregates, Acumen cytometry, 40 h; AID 1688, 2009; Potency, µM (highest dose often 46.1 µM), without a hit: at the top dose activity change, negative = inhibition, usual class: inhibitors; 220,000 compounds, 1.1% hits; also: % is scaled to controls: 0 for no effect and ±100 for the full control effect; nearly all actives have a fitted effect of over 60% in size
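Multiplexed with ATP-based cell death, this channel scores GFP aggregates in PC12 cells expressing inducible HTTex1-Q103-GFP. Induction used 100 nM tebufenozide; compounds were tested in concentration series.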
IMPase Li inh: qHTS Assay for Identifying the Cell-Membrane Permeable IMPase Inhibitors: Potentiation with Lithium; CHO-M1 cells, IP1 TR-FRET (IP-One), carbachol + lithium; Potency, µM (top dose mostly 59.4 µM), for the others: at the top dose activity, negative = IMPase inhibition, actives largely listed as inhibitors; 210,000 compounds, 0.35% hits; AID 1457, 2008;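 also: IP1 builds up when IMPase is blocked and the TR-FRET signal falls; plate controls were basal vehicle for no effect and high inhibitor control for full effect; nearly all actives have a fitted effect of over 50% in size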
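Concentration–response in CHO-M1 cells, lithium-potentiated; 30 min at 37C. IP1 detected by competitive TR-FRET after 10 min lysis at RT. Hill-fitted AC50.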
RGS12 GoLoco inh: qHTS Assay for Inhibitors of RGS12 GoLoco Motif Activity (Red Fluorophore) | Guanine nucleotide-binding protein G(i) subunit alpha-1 (Homo sapiens), P63096 | Gai1:RGS12 GoLoco peptide FP, rhodamine, 10 min | Potency, µM (titrated, usually from 61.6 µM), without a hit: at the highest dose activity, negative = inhibition, most hits filed as inhibitors | 230,000 compounds, 0.44% hits; active = well fitted inhibition curve with a large enough effect, not every such curve was filed as active; inactive = no such curve, though single readings can be large or run the other way; also: % is scaled to controls: 0 for no effect and ±100 for the full control effect; nearly all actives have a fitted effect of over 30% in size; many of its hits are not listed in these tables
Target sequence (P63096 whole entry, looked up): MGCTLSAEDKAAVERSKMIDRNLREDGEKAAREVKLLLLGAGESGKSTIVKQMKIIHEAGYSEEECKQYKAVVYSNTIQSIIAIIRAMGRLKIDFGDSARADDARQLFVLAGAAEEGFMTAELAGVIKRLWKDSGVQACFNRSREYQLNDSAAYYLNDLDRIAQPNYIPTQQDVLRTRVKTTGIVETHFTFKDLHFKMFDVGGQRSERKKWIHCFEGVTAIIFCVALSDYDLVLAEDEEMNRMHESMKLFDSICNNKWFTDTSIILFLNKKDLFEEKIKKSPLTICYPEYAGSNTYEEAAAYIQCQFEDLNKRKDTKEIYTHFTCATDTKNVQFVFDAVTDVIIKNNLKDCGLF
GAA glycogen: qHTS Assay for Inhibitors and Activators of Human alpha-Glucosidase Cleavage of Glycogen | Lysosomal alpha-glucosidase (Homo sapiens), P10253 | recombinant GAA, glycogen substrate, Amplex Red glucose oxidase fluorescence | Potency, µM (titrated, usually from 76.4 µM), for the others: at the top dose activity change, negative = inhibition, most hits filed as inhibitors | 300,000 compounds, 0.38% hits | AID 2100, 2009;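 also: 0% = full enzyme reaction and -100% = no-enzyme basal signal; the screen sought inhibitors and activators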
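Recombinant enzyme (4 nM final) with compounds titrated up to 77 uM and bovine liver glycogen (30 ug) in citrate pH 5.0, 0.01% Tween-20, 37 C 40 min. Released glucose detected by Amplex Red/glucose oxidase (Ex 573/Em 610); AC50 from Hill fits.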
GAA inh: qHTS Assay for Inhibitors of Human alpha-Glucosidase as a Potential Chaperone Treatment of Pompe Disease. Lysosomal alpha-glucosidase (Homo sapiens), P10253. purified human GAA, 4-MU-alpha-glucoside fluorescence. Potency, µM (highest dose often 76.9 µM), for inactives: top-dose activity change, negative = inhibition, hits mostly inhibitors. 200,000 compounds, 0.005% hits. AID 1466, 2008;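 also: plate controls were uninhibited enzyme wells for no effect and no-enzyme background for full effect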
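qHTS format, compound range up to 77 uM. Human lysosomal enzyme at 4 nM, 400 uM 4-MU glucoside substrate, pH 5.0, 20 min room temperature; fluorescence after alkaline stop gives activity normalized to controls.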
GAA spleen mod: qHTS Assay for Inhibitors and Activators of Human alpha-Glucosidase From Spleen Homogenate | human spleen homogenate, 4-MU-alpha-glucoside fluorescence | Potency, µM (series often up to 79.9 µM), without a hit: at the top dose activity change, negative = inhibition, hits mostly inhibitors | 240,000 compounds, 0.006% hits | AID 2112, 2009;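 also: 0% = enzyme with vehicle and -100% = no enzyme basal signal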
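AC50 values come from Hill-equation fits of concentration-response data, normalized to no-enzyme and full-activity controls. Enzyme source: 1 ug human spleen homogenate; 1 mM fluorogenic 4-MU glucoside, pH 5.0 citrate buffer, 37 C, 40 min.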
HTT cytoprotect: qHTS Multiplex Assay to Identify Dual Action Probes in a Cell Model of Huntington: Cytoprotection (ATP); PC12 HTT-Q103 induced, cytoprotection, ATP luminescence, 40 h; Potency, µM (highest dose often 56.4 µM), inactives show cytoprotection (ATP increase), actives largely listed as activators; 230,000 compounds, 0.14% hits;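 also: % of control where 0% means no effect; nearly all actives have a fitted effect of over 45% in size; toxic huntingtin expression switched on by the ecdysone agonist tebufenozide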
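Quantitative HTS on tebufenozide-induced (100 nM) PC12 cells expressing HTTQ103 exon 1–GFP; compounds tested as a concentration series; survival measured via cellular ATP.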
Starred values were filed as active, the others as inactive; ? = inconclusive; · = no result given; [ ] = remark or other dose. Unless noted, calls follow the shape of the dose curve; as a rule, active = well fitted curve in the direction sought with a large enough effect; inconclusive = small, poorly fitted or top-dose-only effect, or another doubt; inactive = no such curve, though single readings can be large; an effect the other way counts as inactive or inconclusive. Potency is read from the fitted curve at half-maximal effect.

SMILES | HttQ103 aggreg | IMPase Li inh | RGS12 GoLoco inh | GAA glycogen | GAA inh | GAA spleen mod | HTT cytoprotect
Cc1cc(C)n2c(SCc3ccc(Cl)cc3Cl)nnc2n1 | 24% | -7%[38.3 µM] | 20% | 2% | -8% | 0% | -8%
O=C(NC1CCS(=O)(=O)C1)c1cccc(S(=O)(=O)N2CCCCC2)c1 (stereo not drawn) | 1% | -2%[38.3 µM] | -14% | -12% | -14% | -10% | -9%
Cn1c(=O)c2c(nc(NCc3ccccc3)n2C)n(C)c1=O | -17% | -7%[38.3 µM] | 7% | -1% | 10% | 6% | -1%
Cc1cccc(C)c1NC(=O)CSc1nnnn1C | -9% | 18%[38.3 µM] | 7% | 1% | 11% | -6% | 6%
Cc1ccc(C(=O)N(Cc2nc(-c3ccc(C)cc3)no2)C(C)C)cc1 | -8% | 2%[38.3 µM] | 2% | -9% | -7% | 3% | 6%
O=c1ccn(Cc2ccccc2Cl)cc1 | -12% | 2%[38.3 µM] | 1% | 7% | 6% | -5% | -17%[0.074 µM]
COc1ccc(-c2ccc(-c3cc(=O)oc4cc(OC)c(OC)c(OC)c34)cc2)cc1F | · | 14% | -35% | · | · | 1% | 2%
COc1ccc(-n2c(SCC(=O)N/N=C(\C)c3cccnc3)nc3ccccc3c2=O)cc1 | -2%[9.22 µM] | · | 8% | 1% | · | 10% | 28%[10 µM]
O=C(NCc1ccc2c(c1)OCO2)c1cccc(Cl)c1 | -7%[9.22 µM] | 6%[38.3 µM] | -1% | 11% | 3% | -5% | -8%[10 µM]
COc1ccc(CNC(=O)c2csc(Cc3ccc(OC)cc3)n2)cc1 | -14% | -12%[38.3 µM] | 5% | 0% | -2% | -25% | -19%
CCc1nnc(NC(=O)C2CC(=O)N(Cc3ccco3)C2)s1 (stereo not drawn) | 0% | 1% | -10% | 4% | 1% | -4% | 6%[10 µM]
CC(C)N1CCN(Cc2ccc(C#CC(C)(C)O)s2)CC1CCO (stereo not drawn) | 0%[9.22 µM] | 21% | 17% | 17% | -5% | 10% | 22%[10 µM]
Cc1ccccc1CN(c1ccc(C(N)=O)cc1)S(C)(=O)=O | 1% | -9%[38.3 µM] | 1% | 6% | 3% | -11% | -3%
CCCCCCP(=O)(O)c1ccccc1 | 22% | 2%[38.3 µM] | -13% | -4% | 3% | 4% | -1%
COc1ccc(Nc2nc3ccccc3n3cnnc23)cc1 | 5% | 25%[38.3 µM] | 0% | 3% | -2% | -5% | 2%
O=C(C[n+]1ccccc1)Nc1nc2ccccc2s1 | -5% | 9% | -10% | -4% | 0% | 0% | 6%[0.074 µM]
Cc1cc(C)n2nc(C(=O)Oc3ccc4c(c3)OCO4)nc2n1 | -27% | -1%[38.3 µM] | 8% | 12µM* | 2% | 3% | -7%[10 µM]
Cc1ccc(S(=O)(=O)N2CCN(C(=O)COC(=O)COc3ccccc3)CC2)cc1 | -4% | -14%[38.3 µM] | -6% | -7% | ? | -2% | -22%
CN1CCN(NC(=O)c2ccc(Cl)c([N+](=O)[O-])c2)CC1 | -1% | 30%[38.3 µM] | 8% | -28% | 3% | 3% | -7%
CC1CCN(Cc2nnnn2-c2ccc(Cl)cc2)CC1 | 4% | 1% | 3% | 13% | -2% | -3% | 26%[10 µM]
Cc1ccccc1Oc1cccc(C(=O)/C(C#N)=C/N(C)C)c1 | -13% | 21%[38.3 µM] | 10% | -2% | -4% | -8% | -11%
CCN1C(=O)c2cccc3c(S(=O)(=O)Nc4ncccc4C)ccc1c23 | 3% | -3%[38.3 µM] | 3% | 0% | -5% | 0% | -26%
COc1ccc(OC)c(NS(=O)(=O)c2ccc3c(c2)n(C)c(=O)n3C)c1 | -11% | 6%[38.3 µM] | -7% | -13% | -5% | 0% | -9%[0.074 µM]
COc1ccc(C(=O)Nc2ccccc2N2CCOCC2)cc1[N+](=O)[O-] | -6% | 0% | 9% | 6% | 12% | 0% | -9%[10 µM]
Cc1ccccc1-n1c(=O)c2c(n3cnnc13)-c1ccccc1CC21CCCCC1 | 15% | 5%[38.3 µM] | 6% | 0% | -4% | -10% | -11%

A second format for three compounds above:
| Structure | HttQ103 aggreg | IMPase Li inh | RGS12 GoLoco inh | GAA glycogen | GAA inh | GAA spleen mod | HTT cytoprotect |
| --- | --- | --- | --- | --- | --- | --- | --- |
| Cc1ccccc1Oc1cccc(C(=O)/C(C#N)=C/N(C)C)c1 | -13% | 21%[38.3 µM] | 10% | -2% | -4% | -8% | -11% |
| CN1CCN(NC(=O)c2ccc(Cl)c([N+](=O)[O-])c2)CC1 | -1% | 30%[38.3 µM] | 8% | -28% | 3% | 3% | -7% |
| Cc1cc(C)n2nc(C(=O)Oc3ccc4c(c3)OCO4)nc2n1 | -27% | -1%[38.3 µM] | 8% | 12µM* | 2% | 3% | -7%[10 µM] |

(cont.)
SMILES | HttQ103 aggreg | IMPase Li inh | RGS12 GoLoco inh | GAA glycogen | GAA inh | GAA spleen mod | HTT cytoprotect
COc1ccc(Nc2nc(-c3c(C)nc4ncccn34)cs2)cc1 | ? | 22% | -1% | ? | -30% | 1% | -86%[inhibitor][10 µM]
CCN=c1scc(-c2ccco2)n1/N=C/c1ccc(O)cc1 | ? | -8%[38.3 µM] | -2% | -6% | -7% | -6% | -2%[10 µM]
CCCCS(=O)(=O)/C=C\C=C/S(=O)(=O)CCCC | ? | 19% | -14% | 0% | -4% | -11% | -97%[inhibitor][10 µM]
COc1cc(NC(=O)CSc2nc3ccccc3cc2Cc2ccccc2)cc(OC)c1 | -3% | 8%[38.3 µM] | 5% | 0% | ? | -8% | -25%
O=c1c2c(nc3nc(NCc4cccc5ccccc45)[nH]n13)CCC2 | -11% | -8% | -4% | -2% | 1% | · | 0%
O=C(Nc1cccc(N2CCCC2)c1)c1cccs1 | 5% | 13%[38.3 µM] | 14% | ? | -2% | -5% | -33%[inhibitor][0.074 µM]
CCn1c(=NC(=O)C2COc3ccccc3O2)sc2c(OC)ccc(OC)c21 (stereo not drawn) | 0%[9.22 µM] | · | 4% | -2% | · | 0% | 11%[10 µM]
Cc1cc(N(CN2CCCC2=O)C(=O)c2ccc(F)cc2)no1 | -3% | -11%[38.3 µM] | 10% | 0% | 7% | -6% | -10%
Cc1cc(C)n(-c2nc(NC(C)C)nc(NC(C)C)n2)n1 | 10% | 2%[38.3 µM] | 5% | 5% | -6% | -19% | -16%[10 µM]
CCCN(CCC)C(=O)Cn1ccc(=N)c2ccccc21 | 3% | -2%[38.3 µM] | 1% | -4% | 10% | 3% | 12%
O=C(/C=C/Nc1ccc(S(=O)(=O)Nc2ncccn2)cc1)c1ccc2ccccc2c1 | 9%[9.22 µM] | · | -4% | -8% | · | -1% | -3%[10 µM]
CCn1cc(C(=O)NC2CCCCC2)c(=O)c2cc(S(=O)(=O)N(C)C)ccc21 | 12% | 12%[38.3 µM] | -21% | 2% | 0% | 0% | -31%[10 µM]
COc1ccc(/C=N/NC(=O)c2ccncc2)cc1CN1CCN(c2ccc(F)cc2)CC1 | 14% | 14% | 5% | -9% | 0% | -4% | -18%
CCc1cc(CN2CCOCC2)c(NC(=O)c2ccccc2)s1 | 9% | 15% | 14% | -14% | 1% | 1% | -39%[inhibitor]
CCOC(=O)C(C)Oc1cccc2c(=O)n(CC(=O)NCc3ccccc3)ccc12 (stereo not drawn) | -5%[9.22 µM] | · | -2% | 3% | · | -1% | -4%[10 µM]
CC1CC(=O)c2c(cc3c(-c4c(O)cc(O)c5c(O)c6c(cc45)OC(C)CC6=O)c(O)cc(O)c3c2O)O1 (stereo not drawn) | -13%[9.22 µM] | -3% | 5% | ? | · | 0% | -61%[inhibitor][10 µM]
COc1ccc(NC(=O)CN(c2ccccc2)S(=O)(=O)N(C)C)cc1OC | -9% | 31%[38.3 µM] | 13% | -1% | -4% | -3% | 19%
CCOC(=O)c1nnc(-c2ccccc2)nc1Oc1ccc(Cl)cc1 | 19% | 18%[38.3 µM] | 4% | 0% | -3% | -4% | 0%[10 µM]
Cc1cccc2c(C(=O)Nc3ccc(Br)cc3)cc(-c3ccccn3)nc12 | 9% | ? | 9% | 0% | 11% | -13% | 2%[10 µM]
O=C(CN1C(=O)C2C3C=CC(C3)C2C1=O)Nc1ccc2c(c1)OCCO2 (stereo not drawn) | -10% | -12%[38.3 µM] | 0% | -7% | -1% | -3% | -7%
CCC(C)(C)C1CCc2[nH]nc(C(=O)N/N=C(\C)c3ccco3)c2C1 (stereo not drawn) | -2%[9.22 µM] | · | 4% | -2% | · | -2% | 0%[10 µM]
CCC(=O)Nc1ccc(C(=O)Nc2cccnc2)cc1 | -14% | 7%[38.3 µM] | 11% | -3% | -4% | -1% | -28%[0.074 µM]
CC(C)c1ccc2[nH]c(O)c(N=NC(=O)c3cccc(S(=O)(=O)N4CCCCC4)c3)c2c1 | ? | 8% | -4% | 6% | -1% | -4% | 0%[0.074 µM]
CCCOC(=O)c1ccc(NC(=O)c2cc(Cl)ccc2OC)cc1 | 13% | 10% | -2% | -5% | -13% | 1% | ·
CO[C@H]1[C@@H](OC(N)=O)[C@H](O)[C@@H](Oc2ccc3c(O)c(NC(=O)c4ccc(O)c(CC=C(C)C)c4)c(=O)oc3c2C)OC1(C)C | 14%[20.6 µM] | -9% | 1%[21.6 µM] | · | · | -1%[29.1 µM] | ?
O=C(O)CCC(=O)Nc1ccc(Cc2ccc(NC(=O)CCC(=O)O)cc2)cc1 | -15% | 18%[38.3 µM] | -12% | 3% | 5% | -1% | 7%
Cc1noc(C)c1-c1cncnc1-n1ccnc1 | · | -14% | -2% | · | · | 9% | 18%
CCCOc1ccc(C(=O)NCC2OCCc3ccccc32)cc1OC (stereo not drawn) | 0% | -10% | -3% | 16% | 1% | 0% | -31%[inhibitor]
COc1ccc(Cn2c(C)c(C)c(C#N)c2NC(=O)Nc2cccc(C)c2)cc1 | 10% | -2%[38.3 µM] | 21% | -21% | 3% | -6% | -66%[inhibitor]
O=C(C1=C[C@H](c2ccc(C(F)(F)F)cc2)C[C@H](OCCCCO)O1)N1CCOCC1 | -9%[9.22 µM] | -3% | 4% | -4% | · | 0% | 2%[10 µM]

The list is partial; the hit share may differ from the screen's.
